# Screening data from PubChem.
# AID2073: disruptors of CaV2.2 binding to Mint1 – biochemical, HTRF (AID 2073); HTRF protein-protein interaction, Mint1-CaV2.2; higher % means a stronger effect; inhibition, % at 20 µM, or IC50 in µM where a hit was titrated; 290,000 compounds, 0.19% hits; in the data active = inhibition mostly above about 51%, no sharp cut-off; inconclusive = no clear call, values can overlap the other calls; inactive = mostly below about 53%; note: some results filed as inactive read as strong as hits
# PMI inhibitors: MPI enzyme activity inhibition – biochemical, fluorescence intensity, coupled assay, primary screen (AID 1209); purified PMI enzyme, coupled fluorescence intensity; higher % means a stronger effect; one-dose inhibition, % at 20 µM; IC50 in µM for titrated hits; 190,000 compounds, 0.42% hits;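 note: plate controls were DMSO vehicle for no effect and wells lacking substrate for full effect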
# human PMI inhibitors: human PMI inhibitors, high substrate, primary screen, biochemical, fluorescence intensity, high mannose 6-phosphate (AID 1220); recombinant PMI enzyme, coupled fluorescence intensity; higher % means a stronger effect; inhibition, % at 20 µM, or IC50 in µM where a hit was titrated; 190,000 compounds, 0.66% hits
# XIAP displacement: XIAP antagonists, biochemical, IAP family, fluorescence polarization (AID 1018) | XIAP BIR domain, fluorescence polarization peptide displacement; higher % means a stronger effect | one-dose displacement, % at 20 µM; IC50 in µM for titrated hits | 200,000 compounds, 0.007% hits; in the data active = displacement above about 50%; note: a part of the inactive calls stands beside numbers as strong as those of hits
# P. falciparum M17LAP: P. falciparum M17LAP inhibitors, primary screen, biochemical, fluorogenic H-Leu-NHMec substrate, 1536-well (AID 1619); recombinant M17LAP, H-Leu-NHMec fluorogenic kinetic assay; higher % means a stronger effect; inhibition, % at 30 µM; hits with a dose series show IC50 in µM; 220,000 compounds, 0.38% hits;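 active = compound inhibiting the enzyme by more than half at any dose during confirmatory dose-response retesting; inconclusive = strong single-dose inhibitors picked by rank but not retested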;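 note: plate controls were full reaction with DMSO carrier for no effect and no enzyme background for full effect; strong numbers were not always called active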
# LYP inhibition: PTPN22 lymphoid phosphatase activity blockers – biochemical, fluorescence intensity, uHTS (AID 1779). 290,000 compounds, 0.054% hits. recombinant LYP phosphatase, fluorescence intensity; higher % means a stronger effect. inhibition, % at 11.5 µM; hits with a dose series show IC50 in µM;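 note: plate controls were vehicle with enzyme for no effect and no enzyme for full effect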
# Dynein cargo inh: dynein cargo transport inhibition. 220,000 compounds, 0.47% hits. z-score, hits read low. 3617.4 mouse cells, GR-EGFP nuclear translocation imaging; test concentration mostly 20 µM; stimulated with dexamethasone, 1 µM; stronger effect = lower value;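 active = plate z-score of nuclear minus cytoplasmic receptor signal below a set negative limit, without overly bright fluorescence or cell loss, cut at about -3.5 in these data, passing the limit was not always enough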;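 note: z-score of nuclear minus cytoplasmic ring GR-EGFP intensity difference per well; some compounds called inactive have numbers as strong as hits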
#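 Buffer or medium: tet-free, stripped-serum medium; Also added: dexamethasone, 1.0 µM final; Technique: high-content fluorescence imaging after fixation; Times: 48 h induction, 1 h compound, 30 min dex at 37 °C; Read-out: per-cell GR-EGFP intensity, nucleus versus surrounding cytoplasmic ring, well-averaged.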
# M1AAP inhibition: malaria alanyl aminopeptidase activity blockers – biochemical, fluorogenic H-Leu-NHMec substrate, 1536-well (AID 1445); inhibition, % at 30 µM, or IC50 in µM where a hit was titrated; recombinant M1AAP, H-Leu-NHMec fluorogenic kinetic assay; higher % means a stronger effect; 220,000 compounds, 0.42% hits;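 active = primary inhibition above the hit cutoff, then over 50% inhibition at one or more dose response concentrations, cut at about 23% in these data, passing the limit was not always enough; inconclusive = conflicting primary data, or primary hits not chosen for dose response; inactive = low primary inhibition, or under 50% at every dose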;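 note: plate controls were DMSO full reaction for no effect and no enzyme background for full effect; strong numbers were not always called active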
# SIAH1 antagonists: Siah-1 peptide-binding antagonists, primary screen, biochemical, fluorescence polarization, rhodamine-plectin, uHTS (AID 1817); 290,000 compounds, 0.02% hits; Siah-1 / rhodamine-plectin peptide fluorescence polarization; higher % means a stronger effect; displacement, % at 20 µM, or IC50 in µM where a hit was titrated;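 active = displacement of at least 50% at 20 µM, with a fluorescence ratio check between 0.3 and a set limit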;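 note: plate controls were Siah plus tracer with DMSO for no effect and tracer alone without Siah for full effect; strong numbers were not always called active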
# Dynein cargo inh cytoplasmic EGFP: recorded beside Dynein cargo inh, whose call it bears; z-score; measured here: cytoplasmic GR-EGFP intensity; stronger effect = higher value
# Dynein cargo inh nuclear GR-EGFP: further read-out of Dynein cargo inh, marked with its call; z-score; measured here: nuclear GR-EGFP intensity;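 lower value marks the stronger effect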
# Dynein cargo inh cell count: further read-out of Dynein cargo inh, marked with its call; z-score; measured here: cell count per field
# Starred values were filed as active, the others as inactive; ? = inconclusive; / = no result given. Cut-off read from the data, not from the text of the source, unless noted: active = inhibition above about 50%; inactive = the rest.
SMILES,AID2073,PMI inhibitors,human PMI inhibitors,XIAP displacement,P. falciparum M17LAP,LYP inhibition,Dynein cargo inh,Dynein cargo inh cytoplasmic EGFP,Dynein cargo inh nuclear GR-EGFP,Dynein cargo inh cell count,M1AAP inhibition,SIAH1 antagonists
Cc1cccc(N(C(=O)c2cnc3n(c2=O)CCS3)C2CCCCC2)c1,21%,8%,11%,-10%,-7%,-1%,1.5,-0.21,0.73,-1.3,-6%,7%
CCC(Oc1ccccc1)C(=O)NCc1cccnc1 (stereo unspecified),-14%,7%,4%,-6.7%,-15%,-5%,-0.21,-0.19,-0.12,2.1,4%,0%
O=C(CCCN1C(=O)c2cccc3cccc(c23)C1=O)Nc1nccs1,22%,/,/,/,-1%,-6%,-0.24,-0.23,0.37,0.2,4%,21%
CCOc1ccc(S(=O)(=O)n2ccnc2)c2ccccc12,-2%,-4%,2%,-3.1%,-6%,-4%,-0.49,-0.26,-0.24,0.33,7%,0%
CCOC(=O)c1cnc(-n2nc(C)cc2C)nc1Nc1ccc(N(C)C)cc1,-6%,2%,13%,-10%,11%,1%,-0.69,0.03,-0.85,0.17,5%,8%
CN1c2ccsc2C(=O)/C(=C\Nc2cccc(C(F)(F)F)c2)S1(=O)=O,7%,/,/,/,1%,8%,0.8,0.2,0.41,-0.52,2%,3%
COc1ccc(CSc2nncn2N)cc1[N+](=O)[O-],-8%,15%,10%,-4.3%,5%,-6%,-0.38,-0.24,-0.023,-0.2,4%,-6%
CCN(CC)S(=O)(=O)c1csc(C(=O)NC2CCCCC2)c1,-1%,-5%,-4%,-2.4%,4%,-1%,2.7,-0.12,1.5,-1.6,1%,-1%
O=C(NCc1ccco1)C1CCN(Cc2ccc(F)cc2)CC1,-6%,0%,-3%,-2.9%,14%,-9%,2.2,-0.25,1.1,-0.75,-2%,3%
Cc1ccnc2c(N3C(=O)C4C5c6ccccc6C(c6ccccc65)C4C3=O)cccc12 (stereo unspecified),1%,13%,7%,-6.3%,-7%,-4%,0.68,-0.053,1.1,0.2,3%,-2%
CCOC(=O)c1ccc(NC(=O)NC2CCN(CC(=O)NCc3ccc4c(c3)OCO4)CC2)cc1,2%,-3%,-3%,-6.2%,8%,-2%,-0.14,-0.2,0.25,-0.25,-1%,4%
C=CCC1(CC=C)CCCN1C(=O)CC1C(=O)NCCN1Cc1ccc(OC)c(OC)c1 (stereo unspecified),25%,-4%,3%,-11%,9%,-3%,0.37,-0.34,-0.0053,0.04,5%,12%
COc1ccccc1OCCNC(=O)c1cc(=O)[nH]c2ccccc12,-3%,/,/,/,13%,3%,-0.0035,-0.8,-0.15,-0.0076,1%,-1%
CCCCSc1nc2c(cc1C#N)CCC2,12%,5%,1%,-1.6%,-7%,0%,0.096,-0.12,0.12,1.4,-2%,0%
O=c1c2ccccc2nc(SCc2nnc(-c3ccccc3)o2)n1-c1ccc(F)cc1F,-2%,8%,8%,-11%,2%,6%,-0.75,-0.21,-0.34,0.65,3%,-1%
Cc1ccc(C)c(NC(=S)NNC(=O)c2ccco2)c1,-25%,6%,3%,1.3%,-4%,-2%,-1,-0.37,-0.32,0.051,-9%,-3%
CCOC(=O)C1=C(C)OC(N)=C(C#N)C1c1cc2cc(C)ccc2nc1N1CCCCC1 (stereo unspecified),16%,7%,39%,1.6%,12%,-6%,-1.5,0.21,-0.89,0.73,?,7%
O=C(CSc1nnnn1-c1ccc(O)cc1)N1N=C(c2ccc3ccccc3c2)CC1c1ccccc1 (stereo unspecified),32%,22%,24%,-3.0%,-3%,1%,1.1,0.25,1.2,-1.3,4%,0%
O=C(COc1ccc(-c2ccccc2)cc1)N/N=C/c1cc(O)ccc1Br,11%,16%,16%,-7.8%,-5%,4%,1,-0.062,0.77,-0.86,4%,10%
CCOC(=O)c1ccc(NNC(=O)CC)c([N+](=O)[O-])c1,5%,-5%,-8%,-5.9%,12%,-2%,0.25,-0.24,-0.28,0.43,-3%,6%
CC(=O)Nc1cccc(NC(=O)CSc2nnc(Cc3cccn3C)n2-c2ccc(C)cc2)c1,-18%,2%,5%,-0.8%,16%,16%,-0.6,-0.19,-0.11,0.33,11%,1%
CC(C)OC(=O)CC(=O)CSc1nc2c(c(-c3cccs3)c1C#N)CCC2,35%,6%,-1%,-2.7%,-2%,11%,-0.43,-0.26,-0.25,0.63,14%,0%
CCOC(=O)c1c(NC(=O)C(C)NCc2ccco2)sc2c1CCC(C)C2 (stereo unspecified),-1%,20%,15%,-3.9%,12%,-6%,0.98,-0.27,0.61,-0.51,5%,-7%
C[N+](C)(C)CCCNC(=O)c1ccc(/C=N/O)nc1,-4%,84%*,24%,-13%,12%,-8%,-0.33,-0.28,-0.2,1.1,5%,-2%
CCOc1ccc(OCC)c(NC(=O)C2CCN(S(=O)(=O)c3cnc[nH]3)CC2)c1,-7%,18%,17%,-9.1%,-7%,1%,0.062,-0.2,0.36,-1.1,-2%,3%
Cc1[nH]c2ccccc2c1/C=N/NC(=O)CNC(=O)c1ccc2c(c1)OCO2,6%,10%,8%,-1.3%,19%,0%,0.23,-0.21,0.62,-0.99,6%,-4%
O=[N+]([O-])c1nn(-c2ccccc2)n(O)c1=NC1CCN(Cc2ccccc2)CC1,-2%,3%,9%,0.4%,9%,-6%,-0.27,-0.3,0.18,0.07,7%,6%
CCOC(=O)C1=C(c2ccc(OC)cc2)C(=O)c2ccccc2C1=O,13%,42µM*,/,0.2%,1%,-1%,0.38,-0.044,0.078,-0.34,2%,6%
Cc1ccc(S(=O)(=O)NCCSc2nnnn2-c2cc(C)ccc2C)cc1,-9%,20%,17%,-8.6%,-7%,-1%,-0.76,-0.13,-0.49,0.8,0%,6%
O=C(c1ccc2c3c(cccc13)CC2)C1CCCN(Cc2ccc(OCCO)cc2)C1 (stereo unspecified),9%,1%,0%,-6.5%,0%,-3%,-0.84,-0.36,-0.52,0.28,8%,0%
CCCCNS(=O)(=O)c1ccc(OC)c2ncccc12,4%,12%,12%,-3.7%,-6%,-5%,0.22,-0.24,0.49,0.38,-1%,0%
Cc1ccc2nc(-c3cccc(Br)c3)cc(C(=O)NC3=NCCS3)c2c1,28%,0%,-2%,-8.9%,-2%,-2%,-0.66,-0.28,-0.27,0.56,2%,-9%
OCCN1CCN(C(=S)NC2CCCC2)CC1,-7%,3%,8%,-0.5%,-3%,-6%,0.59,-0.14,0.57,-1.3,1%,-3%
Cc1cccc2sc(NC(=O)Cn3cccc3)nc12,-2%,13%,16%,-4.2%,1%,0%,-0.57,-0.28,-0.26,0.75,6%,0%
O=C(OCC(=O)N1CCN(c2ccccc2)CC1)C1=COCCO1,-6%,13%,2%,-5.1%,12%,-16%,-0.12,-0.18,-0.24,0.42,2%,0%
O=C(CCCN1C(=O)c2cccc3cccc(c23)C1=O)N1CCN(c2ccccn2)CC1,4%,-2%,-3%,-3.8%,0%,-1%,-0.39,-0.28,-0.053,2.7,0%,10%
C/C(=N/NC(=O)c1ccco1)c1cccc(NC(=O)c2ccc(C)o2)c1,-2%,4%,4%,0.4%,11%,5%,-0.26,-0.21,-0.76,0.11,5%,-1%
CSC1=NC2(C)CCCCC2C12C=CC(=O)C=C2 (stereo unspecified),9%,/,/,/,24%,0%,-0.87,-0.67,-0.28,-0.16,14%,0%
O=C(NC1CCCCC1)C(c1ccncc1)N(Cc1ccc2c(c1)OCO2)C(=O)c1cnsn1 (stereo unspecified),-10%,9%,15%,-0.2%,12%,-2%,2.6,-0.2,1.3,-0.12,9%,-8%
Cc1nc(C)c(C(=O)O)c(-c2ccsc2)c1C(=O)O,17%,/,/,/,8%,-2%,-0.7,-0.12,-0.02,0.64,5%,14%
COc1cccc(/C=C(\C#N)C(=O)NC2CCS(=O)(=O)C2)c1 (stereo unspecified),2%,2%,-6%,-2.5%,5%,-7%,-1.2,-0.26,-0.76,0.79,4%,-2%
O=C(Nc1cccc(-c2cnc3ccccc3n2)c1)c1ccc(Cl)cc1,14%,-4%,-5%,-3.8%,-1%,3%,-0.21,-0.2,0.37,0.39,-1%,-1%
COc1ccc(CN2C(=O)[C@@H]3C(c4ccccc4Cl)=NO[C@@H]3C2=O)cc1,8%,1%,4%,-4.4%,0%,-10%,-0.92,-0.21,-0.27,0.72,2%,0%
CCCOC(=O)CCCC[C@H]1SC[C@@H](NC(=O)OC)[C@H]1NC(=O)OC,11%,-6%,-5%,-4.6%,-3%,-8%,-0.79,-0.24,-0.33,-0.079,7%,10%
NC(=O)CC(NC(=S)NCc1ccccc1)C(=O)O (stereo unspecified),-20%,13%,6%,-3.7%,-1%,-11%,-0.17,-0.027,-0.15,0.21,4%,-1%
CCS(=O)(=O)N1CCN(C(C)CCc2ccccc2)CC1 (stereo unspecified),16%,-4%,-8%,-3.4%,-1%,-4%,-0.46,-0.21,0.2,0.46,3%,8%
Cc1nnc(NC(=O)c2ccc(S(=O)(=O)N3CCc4ccccc4C3)cc2)o1,28%,-27%,-42%,-1.2%,3%,-6%,0.71,-0.25,0.55,-0.45,-9%,15%
COc1ccc(Br)c(C(=O)N2CCN(S(=O)(=O)/C=C/c3ccccc3)CC2)c1,-9%,9%,4%,-5.7%,1%,-4%,0.39,-0.22,0.12,-0.17,8%,6%
COc1ccccc1/C=C/C=N/n1c(-c2cc(-c3ccccc3)n[nH]2)n[nH]c1=S,-18%,/,/,/,1%,4%,-0.095,-0.19,-0.0071,-0.36,14%,1%
CCOc1ccccc1Oc1coc2cc(OC(=O)c3ccco3)ccc2c1=O,16%,6%,3%,-3.7%,-9%,-8%,1.1,-0.22,0.4,-0.83,6%,-2%
CN1CCN(CCOC2Cc3ccccc3Sc3ccc(Cl)cc32)CC1 (stereo unspecified),2%,-22%,-15%,-8.3%,0%,-2%,0.19,-0.3,-0.26,0.0087,3%,-4%

# A few values from the entries so far.
# COc1cccc(/C=C(\C#N)C(=O)NC2CCS(=O)(=O)C2)c1 (stereo unspecified) – human PMI inhibitors = -6%
# O=C(NC1CCCCC1)C(c1ccncc1)N(Cc1ccc2c(c1)OCO2)C(=O)c1cnsn1 (stereo unspecified) – Dynein cargo inh cell count = -0.12

# Hits appear at their usual frequency; any-hit rate near 2.1%.
